Compound activity from PubChem BioAssay.
MITF primary = MITF inhibitors, primary screen, biochemical, AlphaScreen, human; 650,000 tested, 0.91% active; Microphthalmia-associated transcription factor (Homo sapiens), O75030; AlphaScreen MITF homodimerization, bead proximity signal; AID 1259374, 2018; inhibition, % at 2.6 µM; in the data active = inhibition above about 50%;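 also: 0% = vehicle wells with protein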
Target sequence (O75030 whole entry, looked up): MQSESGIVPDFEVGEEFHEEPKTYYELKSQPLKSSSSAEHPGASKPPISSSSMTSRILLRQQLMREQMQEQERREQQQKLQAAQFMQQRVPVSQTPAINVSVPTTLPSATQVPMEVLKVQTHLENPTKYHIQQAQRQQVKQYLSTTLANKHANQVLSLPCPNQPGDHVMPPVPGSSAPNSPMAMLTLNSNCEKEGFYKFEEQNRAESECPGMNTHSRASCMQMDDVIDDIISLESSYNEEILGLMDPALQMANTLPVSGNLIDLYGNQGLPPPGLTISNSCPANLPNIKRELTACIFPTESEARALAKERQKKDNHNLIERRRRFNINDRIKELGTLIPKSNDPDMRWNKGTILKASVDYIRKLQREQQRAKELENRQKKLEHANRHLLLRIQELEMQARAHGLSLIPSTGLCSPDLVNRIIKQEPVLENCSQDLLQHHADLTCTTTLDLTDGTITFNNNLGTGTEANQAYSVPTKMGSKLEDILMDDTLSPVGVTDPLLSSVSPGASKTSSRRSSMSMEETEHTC
TEAD-YAP inh = TEAD-YAP interaction inhibition, primary screen, TEAD-YAP interaction inhibitor project, luminescence, HEK-TIYL cells; TEAD-Gal4/YAP UAS-luciferase luminescence; inhibition, % at 9.12 µM; 640,000 tested, 1.4% active; AID 1259422, 2018; in the data active = inhibition above about 32%;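 also: 0% = median of test compound wells and 100% = reference inhibitor wells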
FBW7 act = FBW7 E3 ligase activators, primary screen, biochemical, AlphaScreen, human | F-box/WD repeat-containing protein 7 (Homo sapiens), Q969H0 | AlphaScreen FBW7–phospho-cyclin E peptide binding, activator screen | normalized activity (activation), % at 26.1 µM | 650,000 tested, 0.13% active; in the data active = normalized activity above about 1.9%;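 also: purified mutant Fbw7 with reduced substrate affinity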
GPR151 activ = activators of human GPR151, primary screen, cell-based, PathHunter beta-arrestin, luminescence; G-protein coupled receptor 151 (Homo sapiens), Q8TDV0; PathHunter beta-arrestin GPR151 cells; activation, % at 11.2 µM; 650,000 tested, 1% active; in the data active = activation above about 4.9%;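 also: 0% = median of compound wells and 100% = cells with positive control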
Target sequence (Q8TDV0 whole entry, looked up): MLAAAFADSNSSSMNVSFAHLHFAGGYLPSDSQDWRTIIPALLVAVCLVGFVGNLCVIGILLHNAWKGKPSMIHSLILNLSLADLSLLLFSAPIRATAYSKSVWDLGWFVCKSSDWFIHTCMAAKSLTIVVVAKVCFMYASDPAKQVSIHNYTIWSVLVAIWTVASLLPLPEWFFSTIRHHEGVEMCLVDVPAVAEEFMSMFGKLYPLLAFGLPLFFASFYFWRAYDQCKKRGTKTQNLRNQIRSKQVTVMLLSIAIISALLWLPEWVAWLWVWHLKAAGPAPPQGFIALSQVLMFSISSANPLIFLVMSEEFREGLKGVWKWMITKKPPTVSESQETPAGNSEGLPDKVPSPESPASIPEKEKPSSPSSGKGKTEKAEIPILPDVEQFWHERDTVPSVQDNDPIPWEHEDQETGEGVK
* hit, by the source's call; & = joins results of further samples.

smiles,GPR151 activ,TEAD-YAP inh,MITF primary,FBW7 act
COCCn1nnnc1C(CC(C)C)N1CCN(c2ccc(OC)cc2)CC1 (stereo not drawn),0.5,1,6,-0.2
CCSC1=C(C#N)C(c2cccs2)C(C(=O)Nc2ccccc2)=C(C)N1 (stereo not drawn),1.4,-5,-7,-0.1
COCc1c(C(=O)NCc2csc(C)n2)c(=O)cc(C)n1CCc1cccc(Cl)c1,0.5,-11,-5,-0.1
O=C(COc1ccc(F)cc1)N/N=C/c1cccc(Cl)c1,-0.9,7,8,0.0
O=C(O)/C=C/c1cn(CCC(=O)O)nc1-c1ccccc1,0.5,-6,-3,0.0
CN(Cc1ccccc1)C(=O)Cn1cnc2scc(-c3ccccc3)c2c1=O,2.8,32*,6,0.3
CNS(=O)(=O)c1ccccc1Nc1nc(Nc2cc(OC)ccc2OC)ncc1Br,0.2,2,-2,-0.1
NC(=O)COc1ccc(-c2noc(/C=C/c3ccccc3)n2)cc1,-0.1,-33,8,0.0
Nc1ccccc1C(=O)N1CCN(c2ccccc2)CC1,1.7,15,7,0.0
CC1=C(C(=O)Nc2cccc(C)n2)C(c2ccsc2)C2=C(CC(C)(C)CC2=O)N1 (stereo not drawn),-1.4,3,-8,-0.1
CCCCNc1nc(Nc2ccc(Cl)cc2)nc(N2CCOCC2)n1,-0.2,-6,34,-0.2
CSC1=NCCN1C(=O)c1ccc(-c2ccccc2)cc1,-0.6,-8,-10,-0.1
CCOC(=O)c1c(C)n(C)c2c1cc(OC(=O)c1ccccc1Cl)c1ccccc12,-0.3,10,9,0.0
Cc1ccc(CN2CCN(CC(=O)NCc3ccccc3Cl)C2=O)cc1,-0.1,0,-1,0.3
COc1ccc(CN2CCNC(=O)C2CC(=O)NCCCc2ccccc2)cc1OC (stereo not drawn),-0.9,5,-1,-0.1

By substructure, those above containing sulfur (6)
smiles,GPR151 activ,TEAD-YAP inh,MITF primary,FBW7 act
CCSC1=C(C#N)C(c2cccs2)C(C(=O)Nc2ccccc2)=C(C)N1 (stereo not drawn),1.4,-5,-7,-0.1
COCc1c(C(=O)NCc2csc(C)n2)c(=O)cc(C)n1CCc1cccc(Cl)c1,0.5,-11,-5,-0.1
CN(Cc1ccccc1)C(=O)Cn1cnc2scc(-c3ccccc3)c2c1=O,2.8,32*,6,0.3
CNS(=O)(=O)c1ccccc1Nc1nc(Nc2cc(OC)ccc2OC)ncc1Br,0.2,2,-2,-0.1
CC1=C(C(=O)Nc2cccc(C)n2)C(c2ccsc2)C2=C(CC(C)(C)CC2=O)N1 (stereo not drawn),-1.4,3,-8,-0.1
CSC1=NCCN1C(=O)c1ccc(-c2ccccc2)cc1,-0.6,-8,-10,-0.1

Later entries:
smiles,GPR151 activ,TEAD-YAP inh,MITF primary,FBW7 act
O=C(c1cc2ccccc2oc1=O)N(Cc1cccc(F)c1)CC1CCCO1 (stereo not drawn),0.0,4,10,0.0
O=C(CSc1nnc(NC(=O)C2CCCCC2)s1)NC1CCCCC1,-0.4,8,-8,0.1
O=C(O)C1C2C=CC(C2)C1C(=O)N1CCN(c2ccc(F)cc2)CC1 (stereo not drawn),-0.7,11,8,0.0
COc1cccc(N(C(=O)C(F)(F)F)C(C(=O)NC2CCCCC2)c2ccncc2)c1 (stereo not drawn),0.1,1,15,0.4
Cc1cc(Nc2ccc(C)c(Br)c2)n2nc(C)nc2n1,0.3,9,3,0.7
O=C(NCCN1Cc2ccccc2OC(c2ccccc2F)C1)c1ccncc1 (stereo not drawn),-0.2,-4,10,0.2
Fc1ccccc1C1C=C(c2ccc(Br)cc2)Nc2nnnn21 (stereo not drawn),1.1,3,5,-0.1
COc1ccc(-n2c(-c3ccccc3)nc(=S)c3c2CCCC3)cc1,0.0,2,-10,-0.3
CCc1ccccc1NC(=O)c1ccc(F)c(S(=O)(=O)N2CCN(c3ccc(OC)cc3)CC2)c1,0.7,18,-6,-0.1
Cc1cc2nccc(-c3ccc(-n4c(C)ccc4C)cc3)n2n1,0.4,2,2,1.3
Cc1ccc(-c2nc(Nc3ccccc3)n[nH]2)cc1,3.4,-80,1,-0.1
O=C(Cc1ccc(F)c(F)c1)NCC1CCC2(CCN(Cc3ccccn3)CC2)O1 (stereo not drawn),-1.1,4,-2,0.0
Cc1nccc(-c2cccc(S(=O)(=O)NCc3c(-c4ccccc4)noc3C)c2)n1,0.1,2,-13,-0.3
Cn1nnnc1SCC(=O)c1cccc([N+](=O)[O-])c1,-0.2,7,-1,0.1
COc1cccc(CNc2sc3c(c2C(=O)Nc2ccc(OC)cc2OC)CCC3)c1,1.8,-4,4,0.1
CCOc1cc2c(cc1OCC)C(c1ccccc1C(F)(F)F)NCC2 (stereo not drawn),0.7,-4,-3,-0.1
C[C@H](CS)C(=O)N1CCC[C@H]1C(=O)O,1.8&-1.2&-1.5&1.4,16&-2,6&-3&17&14,-0.1&-0.1&-0.1&0.2
O=C(NC1CC1)c1ccc2nc(N3CCN(Cc4ccc5c(c4)OCO5)CC3)sc2c1,-1.2,-5,3,-0.1
COc1ccc(Cl)cc1C(=O)Nc1ccc(Br)cn1,0.2,-31,-3,0.0
Cc1ccc(Cc2cnc(NC(=O)COc3ccc(Cl)cc3)s2)cc1,-0.9,9,16,0.9
O=S(=O)(NC1CCCC1)c1ccc(S(=O)(=O)N2CCN(C3CCCC3)CC2)cc1,-0.4,10,26,0.1
CCNc1nc2nc3ccc(C)cn3c(=O)c2cc1C(=O)NCc1ccccc1,0.3,4,11,0.1
Cc1cc(C)cc(NC(=O)c2ccccc2Br)c1,0.5,-11,-6,-0.2
Cc1ccc(C(NC(N)=O)c2ccccc2)cc1C (stereo not drawn),-0.3,20,-7,-0.2
Cc1cccc(N2C(=O)CSC2c2ccc(F)c(F)c2)c1 (stereo not drawn),-1.3,-4,3,0.0
Cc1ccc(Cl)cc1NC(=O)C(Cc1ccccc1)N1C(=O)C2C3C=CC(C3)C2C1=O (stereo not drawn),1.5,-11,1,0.0
O=C(NC1CCC(Nc2ccc3[nH]ncc3c2)CC1)[C@H](O)c1cccc(Cl)c1 (stereo partly drawn),0.7,-4,4,-0.1
CCOC(=O)c1cc(NC(=O)c2ccco2)cc(C(=O)OCC)c1,-0.6,13,20,0.1
O=C1O/C(=C2/C(=O)C(=O)N(c3ccccc3)C2c2ccccc2)C=C1Nc1ccccc1 (stereo not drawn),3.7,1,11,0.0
O=C1c2ccccc2C(=O)N1c1ccccc1,-1.8,9,21,0.0
COc1ccc(C)cc1S(=O)(=O)Nc1cccc([N+](=O)[O-])c1C,0.3,6,14,0.0
CCCCNC(=O)CCC(=O)NNc1nc2ccccc2c2nc(C)nn12,0.0,1,-14,0.1
CCOC(=O)CSC1=C(C#N)C(c2cccc(Cl)c2Cl)CC(=O)N1 (stereo not drawn),-0.6,10,23,0.3
CC(=O)Nc1cnn(-c2ccc(C(=O)NC(C)Cc3ccsc3)cc2)c1 (stereo not drawn),-0.6,-10,-1,-0.2
c1ccc(-n2nnnc2-c2cccc(-c3nnnn3-c3ccccc3)n2)cc1,0.0,-21,-6,0.0
CCS(=O)c1ccccc1C(=O)OCC(=O)Nc1ccc2ccccc2c1 (stereo not drawn),-0.8,4,1,0.1
CC(C)(C)c1nn2c(SCC(=O)Nc3ccc(F)cc3)nnc2[nH]c1=O,-2.0,-6,-1,0.2
Cn1c(CSc2ccccc2)nc2ccccc21,-2.6,-41,5,0.1
Cc1nnc(NC(=O)Cn2nnc(-c3ccccc3F)n2)s1,0.4,2,5,-0.1
CC1SC(C)C(=O)N(CC(=O)Nc2ccc(Cl)cc2)C1=O (stereo not drawn),-1.4,-13,-14,-0.2
CCOC(=O)C1=C(C)N=c2s/c(=C\c3cc(I)c(O)c(OCC)c3)c(=O)n2C1c1ccc(Cl)cc1 (stereo not drawn),0.2,9,19,0.1
Cc1ccc(N=Cc2sc3ccccc3c2O)cc1,-9.6,80*,4,-0.2
CCn1cc(C(=O)N[C@H](Cn2nc(-c3ccc(F)c(F)c3)ccc2=O)C(C)C)cn1,-0.1,1,0,0.0
COc1ccc(C(=O)N/N=C/c2ccccc2C)cc1,-0.3,-33,-1,-0.1
COc1cc(C)c(C)cc1S(=O)(=O)NCC1CCN(c2ncccn2)CC1,0.4,-3,-15,-0.2

Given field by field: part of the list above
> CC(=O)Nc1cnn(-c2ccc(C(=O)NC(C)Cc3ccsc3)cc2)c1 (stereo not drawn)
- GPR151 activ: -0.6
- TEAD-YAP inh: -10
- MITF primary: -1
- FBW7 act: -0.2
> CC1SC(C)C(=O)N(CC(=O)Nc2ccc(Cl)cc2)C1=O (stereo not drawn)
- GPR151 activ: -1.4
- TEAD-YAP inh: -13
- MITF primary: -14
- FBW7 act: -0.2

Further records:
smiles,GPR151 activ,TEAD-YAP inh,MITF primary,FBW7 act
O=S(=O)(Cc1ccccc1)N1CCC(CO)(Cc2cccc(C(F)(F)F)c2)CC1,0.5,10,13,0.1
CCCCN(C)C(=O)CCNC(=O)Cn1ccc2ccccc2c1=O,-0.5,0,13,-0.1
S=C(NCCN1CCCCC1)NCc1ccco1,0.3,-9,-5,-0.2
COc1ccc(-c2nc3ccc([N+](=O)[O-])cc3[nH]2)cc1OC,-1.7,-1,-1,-0.2
COc1ccc2c(Cl)c(C(=O)Nc3ccc(N(C)C(C)=O)cc3)sc2c1,0.2,14,4,0.1
O=C(CCn1cnc2ccccc21)N1CCC(N2CCC(C(=O)N3CCCC3)CC2)CC1,-0.3,-24,4,-0.1
CCOC(=O)c1cnc2cc(C(F)(F)F)ccc2c1N1CCN(CC)CC1,1.1,2,8,0.0
COCCCNc1nc2ccccc2n2c1nc1ccccc12,-1.1,9,0,0.3
CC1CCCC(NC(=O)COC(=O)c2ccc(Br)o2)C1C (stereo not drawn),0.4,9,0,0.0
COc1ccc(OC)c(NC(=O)CSc2nc3ccc(OC)cc3cc2C#N)c1,-0.3,-5,-1,0.0
COCCSc1nnc(NC(=O)c2ccc(OC)c([N+](=O)[O-])c2)s1,-1.6,-5,-9,-0.2
COc1ccc(-c2cnc3cccc(N(c4ccccn4)c4ccccn4)c3c2)cc1,0.1,-9,21,-0.6
C=CCn1nc(C)n2c(cc3ccsc32)c1=O,0.4,-10,-1,-0.1
O=C(CCC(=O)NCCO)NCCO,0.2,8,-5,0.1
O=C(NC(=S)Nc1ccc(-c2nc3ccccc3s2)cc1)c1ccco1,-1.4,-15,18,1.0
CN(Cc1ccc2nccnc2c1)C1CCN(c2ccc(C(=O)NC3CCCC3)cc2)CC1,-1.0,-1,8,0.3
COc1ccc(/C(C)=N\NC(=O)c2ccco2)cc1OC,-1.5,-56,-6,0.1
COCCN1CCN(Cc2nc(N)c3cc(OC)c(OC)cc3n2)CC1,-0.1,2,19,0.1
NC1=NC(c2ccccc2Cl)n2c(nc3ccccc32)N1 (stereo not drawn),-1.0,4,3,0.7
O=C1CSC(c2ccccc2F)N1c1ccc2ccccc2c1 (stereo not drawn),0.6,-5,-17,-0.1
CN(CCO)c1nc(-c2ccccc2)c2cc(Br)ccc2n1,-1.4,-4,-16,0.0
CCCCCCCC(=O)NCC(=O)Nc1cccc(C)c1C,-1.1,20,6,0.1
Cc1cccc(C)c1OCC(=O)N/N=C/c1cccs1,0.3,31,-1,0.0
COc1ccc(C2=NN(c3nc(-c4ccccc4)c4cc(Cl)ccc4n3)C(c3cccc([N+](=O)[O-])c3)C2)cc1 (stereo not drawn),1.3,-1,0,0.0
CCOC(=O)CSc1cc(C)nc2ccc(C)cc12,-1.0,14,-13,0.0
COc1cccc(-c2nc3n(n2)C(c2cccnc2)C2=C(CC(C)(C)CC2=O)N3)c1 (stereo not drawn),4.1,-3,3,0.2
O=[N+]([O-])c1cccc(-c2ccc(CN3CCOCC3)o2)c1,1.9,-21,1,0.7
CC(=O)N/C(=N\c1nc(C)cc(C)n1)Nc1ccccc1C,-1.4,-2,-10,0.0
C/C(=N/NC(=O)c1nnn(-c2nonc2N)c1C)c1ccncc1,2.0,2,6,0.1
OCCn1nc2c3ccccc3nc-2n(-c2ccccc2)c1=S,-2.1,4,-5,0.2
Clc1ccc(-c2nnc(NC3=NCCC3)o2)cc1,-1.2,-70,17,0.1
O=C(CNS(=O)(=O)c1ccc(Br)s1)NC1CCCC1,-0.3,-3,8,0.0

Five entries drawn at random from the list so far, as already listed:
smiles,GPR151 activ,TEAD-YAP inh,MITF primary,FBW7 act
O=[N+]([O-])c1cccc(-c2ccc(CN3CCOCC3)o2)c1,1.9,-21,1,0.7
OCCn1nc2c3ccccc3nc-2n(-c2ccccc2)c1=S,-2.1,4,-5,0.2
CCCCCCCC(=O)NCC(=O)Nc1cccc(C)c1C,-1.1,20,6,0.1
COc1ccc(C2=NN(c3nc(-c4ccccc4)c4cc(Cl)ccc4n3)C(c3cccc([N+](=O)[O-])c3)C2)cc1 (stereo not drawn),1.3,-1,0,0.0
O=C1CSC(c2ccccc2F)N1c1ccc2ccccc2c1 (stereo not drawn),0.6,-5,-17,-0.1
